HP1b binding inh: HTS for Inhibitors of HP1-beta Chromodomain Interactions with Methylated Histone Tails; Chromobox protein homolog 1 (Homo sapiens), P83916; AlphaScreen HP1-beta / biotin-H3K9me3 peptide binding; Potency, µM (top dose mostly 114 µM), for the others: top-dose activity change, negative = inhibition, hits mostly inhibitors; 0.56% of 390,000 active; further: potency means the concentration at half of the fitted maximal effect; nearly all actives have a fitted effect of over 70% in size; inactives centre near 23
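HP1-beta protein (50 nM final) preincubated 30 min at room temperature with biotinylated H3(1-18)K9me3 peptide (50 nM) in PBS pH 7.4, 0.01% Tween-20, then compound added for 30 min. AlphaScreen streptavidin donor/nickel chelate acceptor beads (10 ug/mL final), 30 min dark, luminescence read.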
PI4K2A block: qHTS for small molecular inhibitors of PI4K2A. purified PI4K2A, ADP-Glo luminescence, 1 h; active compounds read low. activity change, negative = inhibition, % at 76.9 µM. 0.13% of 420,000 active. AID 1346378, 2018; in the data active means activity change below about -50%; inconclusive means mostly about -30% to -49%;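 further: -100% = wells without enzyme as full effect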
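PI4K2A activity was measured by ADP-Glo luminescence: enzyme (4 ug/mL stock) and phosphatidylinositol (1.2 mM stock) in Tris pH 7.5/MgCl2/EGTA/Triton X-100 buffer were reacted with ATP (300 microM stock) for one hour at ambient temperature.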
Pin1 inh: qHTS Assay to Find Inhibitors of Pin1; Pin1 FP peptide displacement, HiFluor488, 10 min; Potency, µM (top dose mostly 115 µM), for inactives: at the highest dose activity, negative = inhibition, actives largely listed as inhibitors; 0.009% of 390,000 active; active means well fitted inhibition curve with a large enough effect in the polarisation, with a control signal flat, not every such curve was filed as active; inconclusive means small, poorly fitted or top-dose-only effect, or effect the other way, or a change in a side signal; inactive means no such curve, though single readings can be large or run the other way; the % refers to the polarisation; further: potency means the concentration at half of the fitted maximal effect; on the % scale 0 is the no-effect control and ±100 the full control effect
USP1 inh: Inhibitors of USP1/UAF1: Primary Screen; AID 743255, 2014; Potency, µM (top dose mostly 57.1 µM), for inactives: at the top dose activity change, negative = inhibition, usual class: inhibitors; recombinant USP1/UAF1, Ub-Rhodamine cleavage fluorescence; 0.23% of 390,000 active; further: potency means the concentration at half of the fitted maximal effect; on the % scale 0 is the no-effect control and ±100 the full control effect; nearly all actives have a fitted effect of over 60% in size; inactives centre near -12
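1 nM enzyme complex + cpd, 15 min RT; start with Ub-Rho 150nM final; kinetic fluorescence ex 480/em 540, 6 reads q60 s. Buffer 50mM HEPES pH 7.8, 0.5mM EDTA, 0.1 mg/ml BSA, 1mM TCEP, 0.01% Tween-20.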
IDH1 R132H inh: qHTS for Inhibitors of mutant isocitrate dehydrogenase 1 (IDH1): qHTS; IDH1-R132H enzyme, NADPH consumption, diaphorase/resazurin fluorescence; 0.093% of 390,000 active; Potency, µM (highest dose often 76.6 µM), for the others: top-dose activity change, negative = inhibition, usual class: inhibitors; AID 602179, 2012; Isocitrate dehydrogenase [NADP] cytoplasmic (Homo sapiens), O75874; further: potency means the concentration at half of the fitted maximal effect; on the % scale 0 is the no-effect control and ±100 the full control effect; nearly all actives have a fitted effect of over 65% in size
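IDH1-R132H (0.5 ug/mL dispensed) in pH 7.5 Tris buffer was preincubated 30 min with compound, then given a substrate mix of 0.016 mM NADPH and 2 mM alpha-KG for 80 min at room temperature; remaining NADPH was read by diaphorase/resazurin fluorescence.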
GLS inhibitor: qHTS for Inhibitors of Glutaminase (GLS). 0.21% of 410,000 active. GLS enzymatic activity, qHTS titration. Potency, µM (top dose mostly 45.5 µM), without a hit: at the top dose activity change, negative = inhibition, usual class: inhibitors; further: potency means the concentration at half of the fitted maximal effect; on the % scale 0 is the no-effect control and ±100 the full control effect
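Enzyme dispensed in phosphate buffer (45 mM, pH 8.2, 0.02% Tween-20), compounds pinned in, then 1 mM L-glutamine solution and the glutamate oxidase–HRP–Amplex Red mix added; fluorescence read immediately and again after 30 min at room temperature.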
TrxR1 inh: qHTS Assay for Inhibitors of Mammalian Selenoprotein Thioredoxin Reductase 1 (TrxR1): qHTS; Potency, µM (highest dose often 114 µM), without a hit: top-dose activity change, negative = inhibition, most hits filed as inhibitors; 1% of 390,000 active; recombinant rTrxR1, NADPH fluorescence consumption, selenite substrate; further: potency means the concentration at half of the fitted maximal effect; on the % scale 0 is the no-effect control and ±100 the full control effect; nearly all actives have a fitted effect of over 65% in size
Target sequence (O89049 whole entry, looked up): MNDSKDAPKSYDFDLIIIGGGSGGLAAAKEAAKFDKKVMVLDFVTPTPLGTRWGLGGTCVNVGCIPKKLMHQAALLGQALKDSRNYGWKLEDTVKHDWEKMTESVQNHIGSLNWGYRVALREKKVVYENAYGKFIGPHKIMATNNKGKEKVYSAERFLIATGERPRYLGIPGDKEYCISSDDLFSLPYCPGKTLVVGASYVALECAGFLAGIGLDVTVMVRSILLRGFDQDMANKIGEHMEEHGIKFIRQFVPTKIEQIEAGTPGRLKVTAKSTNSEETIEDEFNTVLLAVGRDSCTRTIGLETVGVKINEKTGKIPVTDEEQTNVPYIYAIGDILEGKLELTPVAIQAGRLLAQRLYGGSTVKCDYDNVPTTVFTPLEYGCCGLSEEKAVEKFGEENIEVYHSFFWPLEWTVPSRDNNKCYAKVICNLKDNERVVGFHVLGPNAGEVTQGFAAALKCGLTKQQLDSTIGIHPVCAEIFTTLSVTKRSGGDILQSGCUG
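Rat TrxR1 (90 nM in the dispensed reagent) was pre-reduced with 400 uM NADPH for 5 min at room temperature, then incubated with compound for 15 min. After 400 uM selenite was added, NADPH fluorescence (Ex 340/Em 450 nm) was followed for 8 min.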
PGK inhibitor: qHTS Assay to Find Inhibitors of Phosphoglycerate Kinase; Phosphoglycerate kinase, glycosomal (Trypanosoma brucei brucei), P07378; PGK/GAPDH coupled, Kinase-Glo luminescence, 60 min; Potency, µM (doses to about 57.5 µM), without a hit: top-dose activity change, negative = inhibition, usual class: inhibitors; 0.043% of 380,000 active; further: potency means the concentration at half of the fitted maximal effect; on the % scale 0 is the no-effect control and ±100 the full control effect; nearly all actives have a fitted effect of over 60% in size
Target sequence (P07378 whole entry, looked up): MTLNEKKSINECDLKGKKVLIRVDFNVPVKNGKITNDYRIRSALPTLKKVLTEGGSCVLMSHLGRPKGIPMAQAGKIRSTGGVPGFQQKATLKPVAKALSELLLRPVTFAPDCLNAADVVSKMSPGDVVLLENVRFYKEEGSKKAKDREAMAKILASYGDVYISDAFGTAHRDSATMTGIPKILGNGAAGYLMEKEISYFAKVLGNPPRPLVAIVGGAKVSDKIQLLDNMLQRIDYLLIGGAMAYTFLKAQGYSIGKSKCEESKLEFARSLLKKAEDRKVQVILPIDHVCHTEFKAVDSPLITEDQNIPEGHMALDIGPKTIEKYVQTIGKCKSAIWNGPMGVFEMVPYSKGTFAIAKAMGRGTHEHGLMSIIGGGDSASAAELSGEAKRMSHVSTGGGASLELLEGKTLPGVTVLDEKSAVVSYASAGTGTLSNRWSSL
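Luminescent ATP detection (Kinase-Glo Plus) follows a 60-minute room-temperature incubation, with wells lacking PGK as controls. Buffer: 100 mM TEA (pH 7.6), 5 mM MgCl2, 0.01% Tween-20. Coupling enzyme GAPDH (100 nM final) supplies unstable 1,3-BPG in-well.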
TrxR1 substrate: qHTS Assay for Substrates of Mammalian Selenoprotein Thioredoxin Reductase 1 (TrxR1): qHTS; Thioredoxin reductase 1, cytoplasmic (Rattus norvegicus), O89049; purified TrxR1 substrate turnover, NADPH consumption readout; Potency, µM (series often up to 114 µM), without a hit: top-dose activity change, negative = substrate turnover; 0.01% of 390,000 active; further: potency means the concentration at half of the fitted maximal effect; on the % scale 0 is the no-effect control and ±100 the full control effect; nearly all actives have a fitted effect of over 50% in size
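Rat TrxR1, dispensed at 90 nM, was prereduced with 400 uM NADPH (final) for 5 min at ~22 deg C, then incubated with compound 15 min before 400 uM selenite. A first-read NADPH fluorescence drop versus no-compound background flagged substrates.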
Numbers without * were called inactive; i = inactive; ? = inconclusive; . = no result given; & = joins results of further samples; [ ] = dose if it differs, or a comment. Unless noted, the call rests on the fitted dose curve; in most records, active means well fitted curve in the direction sought with a large enough effect; inconclusive means small, poorly fitted or top-dose-only effect, or another doubt; inactive means no such curve, though single readings can be large; an effect the other way counts as inactive or inconclusive. This is a subset; the hit share may differ from the screen's.

SMILES	HP1b binding inh	PI4K2A block	Pin1 inh	USP1 inh	IDH1 R132H inh	GLS inhibitor	TrxR1 inh	PGK inhibitor	TrxR1 substrate
COc1ccccc1NC(=O)COC(=O)CCS(=O)(=O)c1ccc(C)cc1	25%	-6	-1%	-19%	3%	2%	0%	i	-1%
COc1ccc2c(-c3ccc(OCCN4CCCCC4)cc3)c(-c3ccccc3OC)sc2c1	-34%	1	2%	-25%	-3%	3%	34%	-5%	32%[activator]
CC(=O)Nc1ccc(S(=O)(=O)N(C)CC(=O)Nc2ccc(F)c(F)c2F)cc1	39%[activator]	-1	-3%	-8%	-9%	17%	26%	-8%	1%
CC1(c2ccccc2)CC(c2ccccc2)=Nc2ccccc2N1 (stereo unspecified)	7%	-5	6%	?	-1%	-11%	6%[57.1 µM]	-8%	4%
COc1ccc(C(=O)COC(=O)c2ccc(Cl)nc2)cc1OC	31%	3	5%	1%	7%	3%	17%	0%	3%
O=C(NNC(=S)Nc1ccccc1)c1cccc(Br)c1	3%	4	0%	-17%	-2%	9%	-17%	.	1%
COc1cc(OC)c(NC(=O)C(C)n2nc(-c3ccc(C)c(C)c3)ccc2=O)cc1Cl (stereo unspecified)	0%	0	0%	-18%	-3%	-3%	24%	-10%	-4%
Cc1ccc(O)c(C=Nc2ccc3[nH]ncc3c2)c1	32%	1	12%	-22%	7%	13%	-17%	-5%	30%
O=C(Cn1c(SCC(=O)NC2CCCC2)nnc1-c1ccncc1)Nc1ccc2c(c1)OCO2	19%	-3	14%	-9%	1%	0%	5%	i	-5%
Cc1ccc(C2=C/C(=C\c3cccnc3)C(=O)O2)cc1	19%	3	-3%	-7%	0%	-7%	31%	.	1%
COc1ccc2cc(C(C)c3nc4ccccc4c(=O)n3N)ccc2c1 (stereo unspecified)	9%	-3	-5%	-13%	1%	-2%	-3%	i	-9%
COc1ccc(CC(=O)O/N=C(\N)c2cccc([N+](=O)[O-])c2)cc1	11%	-1	-8%	-16%	-5%	-2%	16%	-8%	-5%
O=C(COC(=O)c1cc(Cl)ccc1O)NCCNC(=O)COC(=O)c1cc(Cl)ccc1O	9%	-3	-5%	1%	-1%	-1%	8%[57.1 µM]	-1%	7%[57.1 µM]
CCOc1ccc(/C=N/OCC(=O)Nc2ccc(OCc3ccccc3)cc2)cc1OC	31%	-1	31%[activator]	-17%	0%	-14%	18%[57.1 µM]	i	-11%[57.1 µM]
CCn1c(CN2CCOCC2)nnc1SCC(=O)Nc1ccc(C)cc1	30%	3	-7%	-5%	-5%	5%	-16%	-8%	-16%
CC(c1ccco1)N(C(=O)C12CC3CC(CC(C3)C1)C2)c1ccccn1 (stereo unspecified)	-14%	5	0%	-6%	0%	-9%	0%	-4%	5%
c1ccc(-c2nnc(CN3CCC4(CC3)OCCO4)o2)cc1	25%	9	-11%	-3%	2%	0%	-1%[57.1 µM]	-7%	2%[57.1 µM]
CCC(C)(C)NC(=O)C(c1ccc(OC)cc1)N(CC1CCCO1)C(=O)CCC(=O)Nc1cc(C)on1 (stereo unspecified)	28%	-2	0%	-1%	3%	6%	0%	6%	-2%
CS(=O)(=O)NNC(=O)C1Cc2c(ccc3ccccc23)O1 (stereo unspecified)	22%	1	1%	-4%	0%	14%	14%	2%	4%
O=C(/C=C/c1ccc(OC2CSC2)cc1)c1ccc(Cl)cc1	33%	2	0%	-5%	1%	-7%	-24%	-5%	-10%
CCOC(=O)c1c(C)nc(-c2ccccc2)nc1NC(=O)CC	22%	5	-2%	2%	3%	0%	13%[57.1 µM]	-7%	-11%
CCOC(=O)C1=C(C)N(CCCC(=O)O)C(=O)NC1c1ccc(OC)cc1 (stereo unspecified)	86%[activator]	-2	-13%	-25%	10%	1%	0%	i	-3%
O=C(O)C1CCC(=O)N1Cc1ccc(F)cc1 (stereo unspecified)	18%	-1	-1%	-2%	7%	17%	27%	.	11%
Cn1c(SCc2ccccc2F)nnc1-c1cnccn1	13%	-2	-1%	-7%	5%	-2%	49%[activator]	i	-1%
COc1cc2c(cc1NC(=O)CC1SC(N3CCCC3)=NC1=O)oc1ccccc12 (stereo unspecified)	6%	5	12%	-20%	-2%	-4%	16%[57.1 µM]	-6%	8%[57.1 µM]
Next section.
SMILES	HP1b binding inh	PI4K2A block	Pin1 inh	USP1 inh	IDH1 R132H inh	GLS inhibitor	TrxR1 inh	PGK inhibitor	TrxR1 substrate
CCOc1ccc(S(=O)(=O)NCc2cccn2Cc2cccc(C)c2)cc1	3%	-3	-6%	-21%	0%	0%	14%[57.1 µM]	-10%	4%[57.1 µM]
Cc1ccc(CCNS(=O)(=O)c2c(C)nc3sccn3c2=O)cc1	16%	-3	-4%	-6%	1%	-9%	0%[57.1 µM]	3%	18%[57.1 µM]
CCCCOc1cccc(C(=O)Nc2sc3c(c2C(=O)OCC)CCCC3)c1	89%[activator]	-2	4%	-17%	0%	-4%	-7%	-3%	-6%
O=C(NC1CC2CCCC(C1)N2Cc1ccccc1)c1cccc(Cl)c1 (stereo unspecified)	30%	-1	-3%	-21%	7%	-14%	13%[57.1 µM]	2%	8%[57.1 µM]
Cc1ccnc2nc(C(=O)OCCOc3ccc(Cl)cc3)nn12	53%[activator]	1	4%	-1%	1%	0%	20%	-3%	1%
COc1ccc(NS(=O)(=O)c2cccc(C(=O)N/N=C/c3cccs3)c2)cc1	21%	-3	17%	-9%	5%	22%	-3%	-7%	-9%
Nc1ccn([C@@H]2O[C@H](CNS(=O)(=O)c3cc4ccccc4s3)[C@@H](O)[C@H]2O)c(=O)n1	.	-3	.	-4%	-6%	-1%	.	2%	.
O=C1COc2ccccc2CN1	30%	3	-1%	-16%	7%	1%	15%[57.1 µM]	i	6%
COc1ccc(C(C(=O)OCCN(C)C)c2ccccc2)cc1 (stereo unspecified)	26%	-3	-1%	-1%	3%	9%	11%	6%	8%[57.1 µM]
COc1cccc(C(=O)NCC(=O)OCc2cc(=O)n3c(C)csc3n2)c1	30%	0	0%	-16%	17%	7%	1%[57.1 µM]	9%	6%[57.1 µM]
CC1=C(C(=O)NCc2ccc(Cl)cc2)C2(CCC(C)CC2)OC1=O (stereo unspecified)	42%&20%[activator]	-3&4	-2%&2%	-27%&-19%	1%	-9%&-11%	12%&19%	i	-1%&-6%
COc1cc(/C=c2\sc3n(c2=O)CCCN=3)ccc1O	15%	-10	42%[activator]	-8%	8%	16%	-6%	-2%	-9%
O=C(NN(C(=O)c1ccccc1)c1cccs1)c1ccccc1	19%	0	-2%	-19%	4%	5%	3%	-3%	-6%
C=CCNC(=S)NNC(=O)c1cccc(Br)c1	41%[activator]	2	-3%	-5%	-6%	10%	15%[57.1 µM]	4%	7%
COc1ccc(S(=O)(=O)Nc2cc3c4c(oc3c3ccccc23)CC(C)(C)CC4=O)cc1	0%	4	7%	-19%	0%	-1%	-11%	0%	-15%
COc1cc(CNc2ccc3[nH]c(=O)[nH]c3c2)cc(Cl)c1OCc1ccc(F)cc1	-2%	1	2%	-5%	-10%	0%	21%	-4%	0%
CCOc1cc(/C=N/NC(=O)c2cccnc2)cc(Br)c1OCC(N)=O	25%	1	0%	-9%	3%	-20%	14%[57.1 µM]	-9%	-9%[57.1 µM]
Cc1cc(C)nc(NC(=O)/C=C/c2ccccc2Cl)c1	45%[activator]	0	-1%	-18%	6%	9%	-16%	-1%	-9%
COc1ccc(N2CC(C(=O)N3CCC4(CC3)CC(=O)c3ccccc3O4)CC2=O)cc1 (stereo unspecified)	22%	-2	-3%	-18%	3%	-9%	-10%	i	14%
COc1ccccc1-c1c(C)nn2c(N3CCOCC3)cc(C)nc12	25%	-1	-1%	-22%	-2%	1%	0%	i	-6%
O=C(CC1CCCCC1)NCc1ccco1	41%[activator]	-1	-3%	-5%	-14%	7%	5%	0%	0%
O=c1[nH][nH]c(C(F)(F)F)c1C=Nc1cccc(Cl)c1	23%	0	-2%	-10%	0%	17%	-16%	-2%	-9%
Fc1ccccc1N1CCN(c2ncnc3c2nc2n3CCCC2)CC1	-6%	-4	-7%	-21%	-6%	1%	11%	i	-3%
O=c1[nH]c(CSc2nnc(-c3ccncc3)n2Cc2ccco2)nc2ccccc12	25%	-3	-5%	-20%	5%	-7%	-12%	-2%	-7%
CC(=NCCN1CCN(C(=S)Nc2ccccc2)CC1)C1=C(O)CC(C)(C)CC1=O	36%	1	-6%	-22%	-1%	40%[activator]	-18%	4%	-9%
